DRD3 agonist – agonists of human D3 dopamine receptor; D3R DiscoveRx beta-arrestin cells, luminescence, 90 min; max activation, %; hit rate 0.58% among 410,000; in the data active = max activation above about 30%; also: 0% is about no effect; mostly tested at two doses, the higher about 12 µM
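Agonist mode: compounds and dopamine controls were applied to plated cells for 90 min at 37 degrees C after an overnight attachment at 1500 cells/well. Luminescent read-out followed 30 - 60 minutes at room temperature with DiscoveRx detection reagent.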
aSyn yeast inh – rescues yeast growth from alpha-synuclein toxicity; Yeast expressing alpha-synuclein, growth rescue, BacTiter-Glo, 24 h; Potency, µM (highest dose often 46.1 µM), inactives show at the top dose growth rescue (activation), usual class: activators; hit rate 0.14% among 370,000; also: potency is read from the fitted curve at half-maximal effect; % of control where 0% means no effect; nearly all actives have a fitted effect of over 65% in size
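Screening used galactose-induced yeast with toxic alpha-synuclein levels, exposed to compound for 24 hr at 30 deg C. Cell growth, read with BacTiter-Glo luminescence, gave the measured signal.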
EPAC2 antagonist – antagonists of human EPAC2; Q8WZA2; hit rate 0.18% among 360,000; Potency, µM (titrated, usually from 114 µM), for inactives: at the top dose activity, negative = inhibition, most hits filed as inhibitors; EPAC2 GEF exchange of Rap1B-BODIPY-GDP, fluorescence; also: potency is read from the fitted curve at half-maximal effect; % is scaled to controls: 0 for no effect and ±100 for the full control effect; nearly all actives have a fitted effect of over 45% in size; many of its hits are not listed in these tables
Target sequence (Q8WZA2 whole entry, looked up): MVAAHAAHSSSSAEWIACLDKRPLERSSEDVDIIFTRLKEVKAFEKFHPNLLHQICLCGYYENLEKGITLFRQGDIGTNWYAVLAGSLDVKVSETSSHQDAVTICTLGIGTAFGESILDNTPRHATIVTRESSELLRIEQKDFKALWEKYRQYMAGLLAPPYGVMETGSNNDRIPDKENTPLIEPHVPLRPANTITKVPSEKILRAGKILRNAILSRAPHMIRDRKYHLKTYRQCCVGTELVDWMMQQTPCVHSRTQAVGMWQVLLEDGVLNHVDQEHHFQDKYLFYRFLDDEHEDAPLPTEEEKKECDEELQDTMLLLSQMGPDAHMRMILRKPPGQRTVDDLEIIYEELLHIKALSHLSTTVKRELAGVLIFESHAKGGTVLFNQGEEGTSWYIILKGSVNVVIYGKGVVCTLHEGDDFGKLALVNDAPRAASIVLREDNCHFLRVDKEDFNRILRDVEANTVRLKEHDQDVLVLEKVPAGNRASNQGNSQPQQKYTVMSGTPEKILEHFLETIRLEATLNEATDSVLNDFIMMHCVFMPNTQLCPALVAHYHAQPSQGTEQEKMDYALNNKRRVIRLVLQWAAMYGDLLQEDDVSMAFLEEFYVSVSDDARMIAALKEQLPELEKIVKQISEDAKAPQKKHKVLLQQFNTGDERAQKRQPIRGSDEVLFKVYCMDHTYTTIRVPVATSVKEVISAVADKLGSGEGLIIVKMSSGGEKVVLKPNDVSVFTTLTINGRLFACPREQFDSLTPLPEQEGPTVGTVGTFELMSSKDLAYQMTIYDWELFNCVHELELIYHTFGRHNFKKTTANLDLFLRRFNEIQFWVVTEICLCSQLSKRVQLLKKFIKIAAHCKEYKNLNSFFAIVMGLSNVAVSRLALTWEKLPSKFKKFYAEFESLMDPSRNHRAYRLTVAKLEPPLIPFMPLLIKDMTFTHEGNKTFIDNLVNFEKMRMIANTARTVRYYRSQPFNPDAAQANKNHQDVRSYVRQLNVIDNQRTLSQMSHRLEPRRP
Abeta yeast res – restores growth of yeast expressing A-beta42 peptide; yeast expressing A-beta42, growth rescue, OD600, 48 h; response scale: 0% DMSO, 100% iron-clioquinol control; Potency, µM (top dose mostly 46.1 µM), for the others: top-dose growth rescue, actives largely listed as activators; hit rate 0.063% among 410,000; also: potency is read from the fitted curve at half-maximal effect; nearly all actives have a fitted effect of over 55% in size
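Growth rescue measured by 600 nm absorbance after 48 h yeast culture at 30 C with compound. Values normalized between DMSO and an equimolar ferric chloride plus clioquinol control.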
FUS yeast rescue – FUS proteinopathy suppression in yeast. S. cerevisiae FUS-expressing, growth rescue, OD600, 24 h. Potency, µM (titrated, usually from 76.6 µM), for inactives: top-dose growth rescue (activation), most hits filed as activators. hit rate 0.24% among 390,000;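 also: potency is read from the fitted curve at half-maximal effect; plate controls were DMSO vehicle for no effect and reference control for full effect; nearly all actives have a fitted effect of over 55% in size; some results filed as inactive show a strong effect at the top dose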
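Cultures pregrown in 2.5% raffinose medium are shifted to minimal medium containing 2% galactose to express toxic FUS. Compounds are tested at several concentrations. After 24hr at 30C, growth is quantified at 600 nm absorbance.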
DRD3 antagonist – D3 dopamine receptor (human) antagonism. P35462. D3R cells, DiscoveRx beta-arrestin luminescence, antagonist mode; active compounds read low. max response, negative = inhibition, %. hit rate 2.5% among 360,000; in the data active = max response below about -50%; inconclusive = no clear call, values can overlap the other calls; also: % is scaled to controls: 0 for no effect and ±100 for the full control effect; mostly tested at two doses, the higher about 12 µM
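Cells expressing the human receptor were seeded at 1500 cells/well, incubated overnight at 37 degrees C in 5% CO2, then exposed to library compounds with dopamine controls for 90 minutes at 37 degrees C before luminescent detection.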
TDP-43 yeast inh – TDP-43 toxicity inhibition in yeast | TDP-43 expressing yeast growth rescue, BacTiter-Glo, 24 h | Potency, µM (top dose mostly 46.1 µM), for the others: at the highest dose growth rescue (activation), usual class: activators | hit rate 1.8% among 410,000; also: potency is read from the fitted curve at half-maximal effect; % of control where 0% means no effect; nearly all actives have a fitted effect of over 50% in size
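Yeast cells expressing TDP-43 under galactose induction are exposed to compounds for 24 hr at 30 deg C. BacTiter-Glo luminescence measures growth, so protective compounds score as activators.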
EPAC2 agonist – activates human EPAC2 exchange factor; Q8WZA2; EPAC2 activation, biochemical qHTS; response scale: 100% = 6.5 mM cAMP response; Potency, µM (series often up to 154 µM), for inactives: at the highest dose activation, usual class: activators; hit rate 0.079% among 360,000; AID 720711; also: potency is read from the fitted curve at half-maximal effect; nearly all actives have a fitted effect of over 50% in size
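Readout is BODIPY fluorescence (480 nm excitation, 540 nm emission), which falls as labeled GDP is exchanged off Rap1B. EPAC2 at 100 nM acted on 250 nM RAP1B-BODIPY-GDP with 50 uM GDP present.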
* hit, by the source's call; ? = inconclusive; · = not tested or not shown; [ ] = another dose, or the depositor's remark. Unless noted, calls follow the shape of the dose curve; as a rule, active = well fitted curve in the direction sought with a large enough effect; inconclusive = small, poorly fitted or top-dose-only effect, or another doubt; inactive = no such curve, though single readings can be large; an effect the other way counts as inactive or inconclusive. Some of the compounds tested; the hit share may differ from the screen's.

SMILES,DRD3 agonist,aSyn yeast inh,EPAC2 antagonist,Abeta yeast res,FUS yeast rescue,DRD3 antagonist,TDP-43 yeast inh,EPAC2 agonist
O=C(O)C1C2C=CC(O2)C1C(=O)NCc1ccc(Cl)cc1 (stereo unspecified),-7,-23%,0%,-60%[inhibitor],-9%,-4,4%,-5%
CCN(Cc1ccccc1)S(=O)(=O)c1cc(Br)cc2c1N(C(=O)C1CC1)CC2,-6,·,·,-53%[inhibitor],16%,·,24%,·
COc1ccc(-c2[nH]c(-c3ccccc3)nc2SCC(=O)Nc2nccs2)cc1,3,-2%,0%,0%,41%,-1,?,1%
CCc1ccc(OC2=NS(=O)(=O)c3ccccc32)cc1,-3,0%,1%,3%,-26%,0,-2%,7%
Cc1cc2nc(=O)c(/C=C3\C=Nc4ccccc43)c(N)n2o1,2,3%,11%,11%,9%,-6,11%,10%
Cc1ccccc1NC(=O)Cn1cc(C(=O)c2cccs2)c2ccccc21,-5,·,·,-15%,12%,·,12%,·
COc1cc(OC)cc(C(=O)NC(C(=O)OCn2nnc3ccccc3c2=O)C(C)C)c1 (stereo unspecified),8,0%[1.84 µM],0%,5%,16%,12,17%,5%
O=C(Nc1ncc([N+](=O)[O-])s1)c1ccco1,3,-29%,2%,-48%[inhibitor],16%,-12,-54%[inhibitor],5%
COc1ccccc1N1CCN(C(=O)C(C)CS(=O)(=O)c2ccc3c(c2)NC(=O)CS3)CC1 (stereo unspecified),-5,-1%,4%,-10%,11%,-16,0%,6%
Cn1cccc1/C=C(\C#N)C(N)=S,9,6%,-3%,24%,1%,?,?,2%
CCCN1C(=O)c2cccc3c(N4CCCCC4)ccc(c23)C1=O,2,0%,34%[activator],3%,·,-8,-10%,100µM*
Cc1ccc(CSc2nc3cccnc3n2Cc2ccc(C(=O)NC3CC3)cc2)cc1,2,·,·,-4%,-2%,·,7%,·
COc1ccc(C(=O)/C=C/Nc2ccc(S(=O)(=O)Nc3onc(C)c3C)cc2)cc1,-2,4%,5%,7%,·,1,-3%,5%
O=C(C1CCN(c2nc3ccccc3[nH]2)CC1)N1CCN(c2cccc(Cl)c2)CC1,-12,·,·,-25%,2%,·,14%,·
O=C(CSc1nc2sc3c(c2c(=O)n1-c1ccccc1)CCCC3)N/N=C/c1ccccc1C(=O)O,-3,0%,-7%,6%,15%,-11,3%,9%
CN1CCC(=NNC(=O)c2cn(-c3ccccc3)nc2-c2ccccc2)CC1,3,-1%,2%,-22%,25%,15,23%,3%
CC1(c2ccccc2Br)NC(=O)N(CC(=O)N2CCc3ccccc3C2)C1=O (stereo unspecified),-12,-5%,5%,2%,6%,-19,4%,4%
CC1(C(=O)Nc2cccc(Oc3ccccc3)c2)CCN1Cc1ccccc1OC(F)F (stereo unspecified),5,-1%,5%,5%,27%,40,?,6%
Cc1ccc2c(c1)c(=O)c(S(=O)(=O)c1ccc(F)cc1)cn2CC(=O)Nc1ccc2c(c1)OCO2,-4,·,·,-1%,-11%,·,27%,·
CCOCCCNCc1cc(Br)ccc1OCC,-6,-7%,7%,-3%,-9%,4,17%,3%
COc1ccc(NCc2nnc(SCC(=O)N3CCCc4ccccc43)o2)cc1,1,3%,-2%,18%,?,10,0%,6%
CC(=O)c1c(C)[nH]c(C(=O)Nc2ccccn2)c1C,-2,2%,5%,-16%,-13%,-11,-6%,-1%
COC(=O)c1ccc(S(=O)(=O)N2Cc3ccccc3C2)cc1,-1,10%,-6%,9%,-15%,-1,11%,-1%
CC1CCCC(C)N1C(=O)CSc1nnc(-c2ccco2)n1C (stereo unspecified),0,-6%,5%,-2%,-4%,2,12%,8%
Cc1cccc(NC(=O)Cn2c(SCC(=O)NCc3ccccc3)nc3ccccc32)c1C,-10,·,·,-8%,2%,·,10%,·
Cc1cc(C)c(C)c(S(=O)(=O)N2CCN(C(=S)NCC3CCCO3)CC2)c1C (stereo unspecified),1,22%,-12%,?,?,2,22µM*,13%
Oc1ccccc1-c1csc(-c2ccccc2)n1,-6,-8%,-24%,-45%[inhibitor],8%,12,0%,21%
Cc1cccc(NC(=O)CN2C(=O)c3cccnc3Oc3ccc(Cl)cc32)c1C,10,·,·,2%,9%,·,7%,·
CCS(=O)(=O)c1nc(S(=O)(=O)c2ccc(C)cc2)c(N2CCCCCC2)s1,5,3%,4%,0%,34%,21,?,15%
Cc1nn(Cc2cccc(C(=O)NCC(C)C)c2)c(C)c1Br,-2,0%,-10%,?,-1%,34,26%,5%

3 of these compounds, reformatted:
Values run as follows: DRD3 agonist | aSyn yeast inh | EPAC2 antagonist | Abeta yeast res | FUS yeast rescue | DRD3 antagonist | TDP-43 yeast inh | EPAC2 agonist
COc1ccc(C(=O)/C=C/Nc2ccc(S(=O)(=O)Nc3onc(C)c3C)cc2)cc1
    -2 | 4% | 5% | 7% | · | 1 | -3% | 5%
O=C(C1CCN(c2nc3ccccc3[nH]2)CC1)N1CCN(c2cccc(Cl)c2)CC1
    -12 | · | · | -25% | 2% | · | 14% | ·
O=C(CSc1nc2sc3c(c2c(=O)n1-c1ccccc1)CCCC3)N/N=C/c1ccccc1C(=O)O
    -3 | 0% | -7% | 6% | 15% | -11 | 3% | 9%

Part of the list above, with values under each structure.
Each structure is followed by: DRD3 agonist | aSyn yeast inh | EPAC2 antagonist | Abeta yeast res | FUS yeast rescue | DRD3 antagonist | TDP-43 yeast inh | EPAC2 agonist
CC1CCCC(C)N1C(=O)CSc1nnc(-c2ccco2)n1C (stereo unspecified)
    0 | -6% | 5% | -2% | -4% | 2 | 12% | 8%
COc1ccc(C(=O)/C=C/Nc2ccc(S(=O)(=O)Nc3onc(C)c3C)cc2)cc1
    -2 | 4% | 5% | 7% | · | 1 | -3% | 5%
Cn1cccc1/C=C(\C#N)C(N)=S
    9 | 6% | -3% | 24% | 1% | ? | ? | 2%

More compounds.
SMILES,DRD3 agonist,aSyn yeast inh,EPAC2 antagonist,Abeta yeast res,FUS yeast rescue,DRD3 antagonist,TDP-43 yeast inh,EPAC2 agonist
Cc1ccc(N2C(=O)C(Cl)=C(N3CCCCCC3)C2=O)cc1,-4,0%,-2%,-20%,15%,-19,?,10%
CCN(CC)CCCN(C(=O)c1ccc(OC)cc1)c1nc(-c2ccc(OC)cc2)cs1,-21,-1%,5%,2%,6%,-25,8%,4%
CCCCSc1nc2sc3c(c2c(=O)n1-c1ccccc1C)CC(C)(C)OC3,-2,-5%,·,-12%,-14%,·,11%,·
Cc1ccc(Nc2ccc3nonc3c2[N+](=O)[O-])cc1,-2,7%,5%,-4%,27%,8,21%,-10%
COc1ccc(NC(=O)CC(C)S(=O)(=O)c2ccc3c(c2)NC(=O)CO3)cc1OC (stereo unspecified),12,·,·,-9%,8%,·,29%,·
COc1ccc2oc(=O)c(-c3nc(-c4cccs4)no3)cc2c1,-5,·,·,-31%[inhibitor],-14%,·,7%,·
CCOc1ccc(NC(=O)c2cn(CC(C)C)c(=O)c3c2c2ccccc2n3C)cc1,1,-5%,-1%,8%,-13%,24,2%,9%
COc1ccc(CN(CC(=O)NC2CCCC2)C(=O)c2ccc(-c3ccccc3)[nH]2)cc1,-7,-7%,-1%,4%,10%,6,15%,1%
O=C(CSc1nnc(NC(=O)c2ccc3c(c2)OCO3)s1)NCc1ccco1,2,-2%,0%,0%,26%,-6,-13%,9%
Cc1cccc(NC(=O)Nc2cc(C)on2)c1,1,-7%,-3%,2%,7%,-16,-7%,-2%
CCOC(=O)c1c(C)[nH]c(C)c1S(=O)(=O)N(C)CC(=O)Nc1ccccc1OC,-3,-3%,-5%,7%,-5%,-14,-1%,8%
COC(=O)C1C2CC3c4[nH]c5cc(OC)ccc5c4CCN3CC2CC(OC(=O)CC(C)=O)C1OC (stereo unspecified),-9,5%,1%,-9%,?,-5,-17%,-20%
CCc1ccc(-c2cnc3ccccc3n2)cc1NC(=O)CNC(=O)c1ccccc1,3,-1%,-1%,-4%,-13%,7,20%,1%
CC1CN(Cc2ccccc2)c2nc3c(c(=O)[nH]c(=O)n3C)n2C1 (stereo unspecified),9,3%,0%,1%,7%,4,-8%,6%
O=C(c1ccco1)N1CCN(C2CN(CCc3ccccc3)S(=O)(=O)C2)CC1 (stereo unspecified),6,9%,12%,-3%,-14%,7,20%,6%
Cc1cccc(NC(=S)N/N=C2/CCCCc3ccccc32)c1,-23,-10%,-3%,-15%,·,-89*,4%,2%

A draw from above in order of number of heavy atoms, high to low.
SMILES,DRD3 agonist,aSyn yeast inh,EPAC2 antagonist,Abeta yeast res,FUS yeast rescue,DRD3 antagonist,TDP-43 yeast inh,EPAC2 agonist
COC(=O)C1C2CC3c4[nH]c5cc(OC)ccc5c4CCN3CC2CC(OC(=O)CC(C)=O)C1OC (stereo unspecified),-9,5%,1%,-9%,?,-5,-17%,-20%
COc1ccc(NC(=O)CC(C)S(=O)(=O)c2ccc3c(c2)NC(=O)CO3)cc1OC (stereo unspecified),12,·,·,-9%,8%,·,29%,·
COc1ccc2oc(=O)c(-c3nc(-c4cccs4)no3)cc2c1,-5,·,·,-31%[inhibitor],-14%,·,7%,·

Screening results as filed in PubChem BioAssay.
